# Source: PubChem (several laboratories)
# OX1R antag: OX1R (HCRTR1) antagonists, primary screen, fluorescence, CHO/OX1R cells, Fluo-8 calcium, orexin A. Fluo-8 calcium fluorescence. inhibition, % at 5 µM. Orexin/Hypocretin receptor type 1 (Homo sapiens), O43613. 330,000 compounds, 0.43% hits;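 active means inhibition above its plate's threshold, mean inhibition of all tested compounds on the plate plus 3 SD, cut at about 37% in these data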;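 further: 0% = orexin A challenge wells and 100% = SB-334867-A antagonist wells; not every result past the cut was called active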
# Target sequence (O43613 whole entry, looked up): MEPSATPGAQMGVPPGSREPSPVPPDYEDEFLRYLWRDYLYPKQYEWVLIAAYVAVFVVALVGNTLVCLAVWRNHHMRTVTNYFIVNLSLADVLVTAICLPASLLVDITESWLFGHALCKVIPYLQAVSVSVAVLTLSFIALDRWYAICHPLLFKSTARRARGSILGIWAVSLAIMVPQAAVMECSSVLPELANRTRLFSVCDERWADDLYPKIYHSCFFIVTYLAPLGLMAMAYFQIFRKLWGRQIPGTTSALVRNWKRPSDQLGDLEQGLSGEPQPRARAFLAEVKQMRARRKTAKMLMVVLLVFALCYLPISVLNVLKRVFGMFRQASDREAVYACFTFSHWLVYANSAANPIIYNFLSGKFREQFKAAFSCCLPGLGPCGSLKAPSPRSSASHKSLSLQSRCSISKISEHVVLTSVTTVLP
# CHT PAM: CHT positive allosteric modulators, primary screen, cell-based, membrane potential dye, choline EC20; High affinity choline transporter 1 (Homo sapiens), Q9GZV3; CHT-expressing cells; stronger effect = higher value; LV-AA mutant CHT in HEK293 cells; B-score at 10 µM; 310,000 compounds, 0.49% hits; AID 488977, 2010;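 active means initial fluorescence not abnormally high and integrated response B-score, plate-corrected, over 3 SD above library mean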
# Target sequence (Q9GZV3 whole entry, looked up): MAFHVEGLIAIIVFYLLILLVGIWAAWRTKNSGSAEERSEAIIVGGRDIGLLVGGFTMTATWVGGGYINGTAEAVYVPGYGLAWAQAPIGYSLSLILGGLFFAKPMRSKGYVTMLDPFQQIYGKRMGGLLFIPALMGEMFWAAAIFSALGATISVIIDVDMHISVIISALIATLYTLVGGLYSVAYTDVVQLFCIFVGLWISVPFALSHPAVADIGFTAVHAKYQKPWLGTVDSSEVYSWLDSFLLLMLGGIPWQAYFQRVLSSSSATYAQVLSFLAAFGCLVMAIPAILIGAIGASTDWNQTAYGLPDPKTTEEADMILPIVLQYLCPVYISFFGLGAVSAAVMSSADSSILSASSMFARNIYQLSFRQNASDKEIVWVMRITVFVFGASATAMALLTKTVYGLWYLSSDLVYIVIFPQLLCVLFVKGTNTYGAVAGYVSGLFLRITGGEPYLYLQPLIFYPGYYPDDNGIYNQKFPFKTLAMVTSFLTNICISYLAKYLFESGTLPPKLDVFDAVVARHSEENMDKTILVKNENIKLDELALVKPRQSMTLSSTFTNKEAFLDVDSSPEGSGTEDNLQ
# * hit, by the source's call; i = inactive; nt = no result given; & = joins results of further samples. These rows are one share of the data (hit frequency here may not be typical).
# Preview, five compounds:
SMILES,OX1R antag,CHT PAM
COC(=O)CCCC(NC(=S)N1CC2C[C@@H](C1)Cn1c2cccc1=O)C(=O)OC (stereo not given in full),5,i
Cc1ccc(-c2nc3ccc(Cl)cc3n2OC(=O)N(C)C)cc1,-19,i
CCCC(=O)C1C(=O)NC(=O)NC1=O,-4,i
CCOc1cc(CNCCc2c[nH]c3ccccc23)cc(Cl)c1OC,-37,i
O=C1NC(=O)N(Cc2ccccc2)C(=O)/C1=C\c1ccco1,4,i

# The whole of this part, repeating the preview:
SMILES,OX1R antag,CHT PAM
COC(=O)CCCC(NC(=S)N1CC2C[C@@H](C1)Cn1c2cccc1=O)C(=O)OC (stereo not given in full),5,i
Cc1ccc(-c2nc3ccc(Cl)cc3n2OC(=O)N(C)C)cc1,-19,i
CCCC(=O)C1C(=O)NC(=O)NC1=O,-4,i
CCOc1cc(CNCCc2c[nH]c3ccccc23)cc(Cl)c1OC,-37,i
O=C1NC(=O)N(Cc2ccccc2)C(=O)/C1=C\c1ccco1,4,i
Fc1ccc(C2NCCc3[nH]cnc32)cc1 (stereo not given),-3,i
Cc1n[nH]c(C)c1CCN,7,i
COc1cccc(C(=O)N2CCC3(CC2)OCCO3)c1,1,i
CN(C)c1nc(N(C)C)nc(N(C#N)CCCl)n1,-2,i
CCCCCn1c(=O)c(C(=O)Nc2ccccn2)c(O)c2ccccc21,-3,i
CC(C)CCNC(=O)CN1C(=O)CN=C(c2ccccc2)c2ccccc21,-25,i
O=S(=O)(c1ccccc1)N1CN2CCN(C2)C1,2,i

# Random excerpt: 2 records from the list.
SMILES,OX1R antag,CHT PAM
O=C1NC(=O)N(Cc2ccccc2)C(=O)/C1=C\c1ccco1,4,i
CC(C)CCNC(=O)CN1C(=O)CN=C(c2ccccc2)c2ccccc21,-25,i

# The listing continues.
SMILES,OX1R antag,CHT PAM
OC1(c2ccc(F)cc2)CCNC1 (stereo not given),-3,i
NC(N)=Nc1ccc2[nH]c3c(c2c1)C[C@@]1(O)[C@H]2Cc4ccc(O)c5c4[C@@]1(CCN2CC1CC1)[C@H]3O5,10,8.3*
O=[N+]([O-])c1ccc(N2CCOCC2)c2cccnc12,16,i
COc1cc(C(=O)OC2C[C@H]3CC[C@@H](C2)N3C)ccc1O (stereo not given in full),nt,i
CC[C@@H](CO)NC(=O)[C@@H]1C=C2c3cccc4c3c(cn4C)C[C@H]2N(C)C1,1&-2&-15,i
CCc1nc2ccccc2c(=O)n1-c1ccc2ccccc2c1,-28,i
Cc1ccc(OP(=O)(NCc2ccccc2)Oc2ccc(C)cc2)cc1,-20,i
Cc1cccc(CN2CCCN(Cc3ccc(Cl)cc3)S2(=O)=O)c1,-5,i
CCCc1cc(=O)oc2cc(OCC(=O)N3C[C@H]4C[C@@H](C3)c3cccc(=O)n3C4)ccc12,-11,i
CCC(CC)C1C(C#N)=C(N)Oc2c1c(=O)oc1ccccc21 (stereo not given),-5,i
NCCNc1ccc([N+](=O)[O-])c2cccnc12,-8,6.6*
C[N+]1(C)C2CC(OC(=O)[C@H](CO)c3ccccc3)CC1C1OC12 (stereo not given in full),-10,i
CO[C@H]1C=C2CCN(C)[C@H]2C2c3cc4c(cc3C(=O)O[C@@H]21)OCO4 (stereo not given in full),-1,i
CCCCCCC(=O)c1c(O)n(-c2ccccc2OC)c(=O)[nH]c1=O (tested in a mixture with another compound),-33,i
CCOC(=O)Cn1cc([N+](=O)[O-])nc1[N+](=O)[O-],-14,i
COC(=O)C1=C(c2cccc(OCc3ccccc3)c2)C[C@@H]2CC[C@H]1N2C(=O)NCc1ccc([N+](=O)[O-])cc1,7,nt
COc1ccccc1NC(=O)c1cn(CCC#N)nc1-c1cccc(Cl)c1,nt,i
COc1cc(CC2(CCc3ccncc3)C(=O)NC(=O)NC2=O)cc(OC)c1OC,-9,i
COc1ccccc1NC(=O)COC(=O)c1cn(C)c2ccccc12,47*,nt
COC(=O)c1ccc(CC(C(=O)c2ccccc2)N(C)C)cc1 (stereo not given),-10,i
Fc1ccccc1CN1CCN(c2ccc(Cl)cc2)CC1,-19,i
Cc1ccc(-c2nc3ccccc3c(=O)n2-c2ncccc2C)cc1,-21,i
CCc1cc2c(s1)NC(=O)CN=C2c1cccs1,-13,i
CCOP(=O)(OCC)C(CC)N1CCOCC1 (stereo not given),-10,i
CC[N+](C)(CC)CCCOC(=O)C(O)(c1ccccc1)C1CCCCC1 (stereo not given),-7,i
C1=CC(Cc2cncs2)c2ccccc21 (stereo not given),-11,nt
CN1CCN(Cc2cn3cccnc3n2)CC1,13,i
Cc1ccc(N2C(=O)NC(=O)/C(=C/c3ccc(-c4ccc(C(=O)O)c(Cl)c4)o3)C2=O)cc1,-2,i
COC(=O)N(C)c1ccc(C(O)(C(=O)OC)C(F)(F)F)cc1 (stereo not given),-7,i
CCCCCCC(=O)c1c(O)n(-c2ccccc2OC)c(=O)[nH]c1=O,8,i
C/C=C1\CN2[C@H]3C[C@@]45c6ccccc6N(C)[C@H]4[C@@H]2CC1C3[C@H]5O (stereo not given in full),-5,i
O=C1CCCN1c1ccc(S(=O)(=O)O)cc1 (tested in a mixture with another compound),-3,i
COc1ccc(S(=O)(=O)Cc2ccc(C(=O)N3CCC4(CC3)OCCO4)o2)cc1,-6,i
N[C@@H](Cn1oc(=O)[nH]c1=O)C(=O)O,-8,i
CCCCCCn1c(O)c(C=NC2CCN(Cc3ccccc3)CC2)c(=O)[nH]c1=O,-24,i
Oc1ccc(CC2CC3CCN2CC3)cc1O (stereo not given),1,i
Cn1c(O)c(C=Nc2ccc(Cl)cc2)c(=O)n(C)c1=O,-7,i
O=C1/C(=C/c2ccccc2Cl)N2CCC1CC2,0,i
COCCOC(=O)c1c(C)oc2ccc(OC(=O)N(C)C)cc12,-32,i
O=C1CC(=O)N(c2ccc(Cl)cc2)C(=O)N1,4,i
COc1ccc(-n2c(O)c(C(C)=NCC3CCCO3)c(=O)[nH]c2=O)cc1 (stereo not given),-16,i
O=c1[nH]c(=O)n(Cc2ccc(F)cc2)c(O)c1C=NCCN1CCCCC1,-5,i
COc1cc(O)cc2c1C(=O)O[C@@H](C)CCCC(=O)CCCCC2,-24,i
COc1cccc(N2C(=O)NC(=O)/C(=C/c3ccc([N+](=O)[O-])s3)C2=O)c1,-10,i
COc1ccc(C2C(C#N)=C(N)Oc3c2c(=O)oc2ccccc32)cc1Cn1cc([N+](=O)[O-])cn1 (stereo not given),-5,i
CC(=O)OC1C=CC2[C@H]3Cc4ccc(O)c5c4[C@@]2(CCN3C)C1O5 (stereo not given in full),1,nt
CCCCCn1c(=O)c(C(=O)Nc2cccc(C)c2)c(O)c2ccccc21,-18,i
COc1ccc(CNC(=O)/C=C/c2ccc3[nH]cc(CCN(C)C)c3c2)cc1,-4,i
O=C(Cn1c(=O)n(CC2CS2)c2ccccc21)N1CCCCC1 (stereo not given),-10,i
Cc1cccc(NC(=O)N2CC3CC(C2)c2cccc(=O)n2C3)c1 (stereo not given),1,i
O=P(/C(=N/O)N1CCCCC1)(N1CCOCC1)N1CCOCC1,-13,i
Cc1ccc(CN2CCCN(Cc3ccc(C)cc3)S2(=O)=O)cc1,-14,i
CCC(=O)c1ccc(OCC(=O)N2CCN(CC(=O)Nc3ccccc3C(F)(F)F)CC2)cc1,-42,nt
Cc1cccn2c(NCC3CCCO3)c(C(C)C)nc12 (stereo not given),-13,i
C[C@H](O)[C@H]1CC[C@H]2[C@@H]3CCC4=CC(=O)CC[C@]4(C)[C@H]3CC[C@]12C,-23,i
CCCCCn1c(=O)c(C(=O)Nc2c(C)n(C)n(-c3ccccc3)c2=O)c(O)c2ccccc21,-22,8.7*
COC(=O)C1=C(c2ccc(Cl)c(C(F)(F)F)c2)C[C@@H]2CC[C@H]1N2C(=O)NCCOc1ccccc1Cl,-8,nt
CC(=O)c1cccc(OCC(=O)N2CCN(CC(=O)Nc3cccc(F)c3)CC2)c1,-15,nt
COc1ccc(C(C)=O)cc1CC(C(=O)c1ccc(C)c(C)c1)N(C)C (stereo not given),-29,i
Cc1ccc(-n2c(-c3ccc([N+](=O)[O-])cc3)nc3ccccc3c2=O)cc1,-16,i

# Continued.
SMILES,OX1R antag,CHT PAM
CCC(C#N)(CC)P(=S)(c1ccccc1)c1ccccc1,7,i
C[C@]12CCC3C(CC[C@H]4C[C@H](O)CC[C@]34C)C1C[C@H](O)[C@@H]2O (stereo not given in full),6,nt
O=C(c1cc(-c2ccncc2)nc2ccccc12)N1CCC2(CC1)OCCO2,-8,i
CCCCn1c(=O)c(C(=O)NCc2ccccc2OC)c(O)c2ccccc21,-17,i
COc1cc(OC)c(OC)cc1CNCCc1cccc(F)c1,-15,i
O=c1[nH]c(O)c(N=Nc2ccc3c(c2)OCCO3)c(=O)[nH]1,-10,i
CCOc1cccc(=NC2CCCCC2)c2c(C)n(C)c(C)c12,4,i
Cc1cc(NC(=O)COC(=O)c2c(C)nn(Cc3ccccc3)c2Cl)no1,-5,i
O=c1[nH]c(CN2CC=C(c3ccccc3)CC2)nc2scc(-c3cccs3)c12,-15,i
C[C@]12CC[C@H](O)CC1=CC[C@@H]1[C@@H]2CC[C@]2(C)C(=O)CC[C@@H]12,-5,i
CC1C(OC(=O)CCC(=O)NC(C)(C)CO)O[C@H]2OC3(C)CC[C@H]4[C@H](C)CCC1C24OO3 (stereo not given in full),-25,i
CCC12CN3CCN(CC(C3)/C1=N/NC(=O)c1ccncc1)C2,-3,i
CC(C)CCP(=O)(O)c1ccccc1,4,i
O=C(NC1CONC1=O)OCC(Cl)(Cl)Cl (stereo not given),0,i
O=c1cccc2n1CC1CC2CN(C(c2cccc(F)c2)c2sc3ncnn3c2O)C1 (stereo not given),-2,i
COc1cccc(C(=O)C2CCCN(Cc3cccc(C)n3)C2)c1 (stereo not given),-14,i
COc1ccccc1-n1c(O)c(C=NCCN2CCNCC2)c(=O)[nH]c1=O,-17,i
COc1ccc(-n2c(O)c(C(C)=NCc3ccco3)c(=O)[nH]c2=O)cc1,-15,i
COc1cccc(C2=NOC(C(=O)N3CCC4(CC3)OCCO4)C2)c1 (stereo not given),-5,i
CC1=NOC2(C)Nc3ncnn3C(c3ccccc3)C12 (stereo not given),12,i
Cc1nc2ccccc2c(=O)n1-c1cccc([N+](=O)[O-])c1,-1,i
Nc1cncc(C(=O)O)c1,1&-11,i
C[C@]12CCC(=O)CC1CCC1C2CC[C@]2(C)C(OC(=O)CCC(=O)O)CCC12 (stereo not given in full),-4,i
CCc1ccc(N2C(=O)NC(=O)/C(=C/c3cccn3CCOc3ccc(C(C)CC)cc3)C2=O)cc1 (stereo not given),-18,i
CCC(C)n1c(O)c(C=NCc2cccnc2)c(=O)[nH]c1=S (stereo not given),-15,i
CN1CCN(S(=O)(=O)c2cnc(Cl)c(Br)c2)CC1,-20,i
CC(=O)N1CC(=O)Nc2ccc(Cl)cc2C1c1ccc(F)cc1 (stereo not given),-11,i
Cc1nn(Cc2ccccc2)c(Cl)c1C(=O)NC1CCCc2ccccc21 (stereo not given),-34,i
CCC(=O)O[C@@H]1[C@@H](OC(C)=O)[C@@]2(O)C(C[C@H](O)C2(C)C)[C@](C)(O)[C@H]2CC[C@@H]3[C@@H](O)[C@]12C[C@@]3(C)O (stereo not given in full),-4,i
c1ccc(CCN2CCC(N3CCN(c4ccccc4)CC3)CC2)cc1,-16,i
CC1=C(C(=O)Nc2ccccc2)SCCO1,-7,i
COc1ccc(CCC(=O)N2C[C@H]3C[C@@H](C2)c2cccc(=O)n2C3)cc1,-15,i
O=c1c2ccccc2nc(N2CCCC2)n1-c1ccccc1,-15,i
C[n+]1c(-c2ccccc2)cc(-c2ccc(O)cc2)cc1-c1ccccc1,-37,7*
Cc1nc2ccccc2c(=O)n1-c1cccnc1,-9,i
COc1ccc(-n2c(O)c(C(C)=NCCc3c[nH]c4ccccc34)c(=O)[nH]c2=O)cc1,-19,i

# 4 structures already listed, arranged by count of non-hydrogen atoms, smallest number first.
SMILES,OX1R antag,CHT PAM
CC1=C(C(=O)Nc2ccccc2)SCCO1,-7,i
Oc1ccc(CC2CC3CCN2CC3)cc1O (stereo not given),1,i
CCC(CC)C1C(C#N)=C(N)Oc2c1c(=O)oc1ccccc21 (stereo not given),-5,i
CC(C)CCNC(=O)CN1C(=O)CN=C(c2ccccc2)c2ccccc21,-25,i

# Carrying on.
SMILES,OX1R antag,CHT PAM
Cc1ccccc1CN1CCN(c2ccc(Cl)cc2)CC1,-24,i
Cc1[nH]c2ccccc2c1CCNCc1cccnc1,-12,i
CCC(=NC(C)c1ccccc1)c1c(O)[nH]c(=O)[nH]c1=O (stereo not given),-19,i
COC(=O)C1=C(c2ccc(-c3ccccc3)c(F)c2)C[C@@H]2CC[C@H]1N2C(=O)N1CCOCC1,-14,nt
COc1ccc(-n2c(O)c(C=NCCN(C)C)c(=O)[nH]c2=O)cc1,-11,i
